yeast cln2 rad14 = NCI yeast anticancer drug screen, S. cerevisiae cln2 rad14 strain. growth inhibition, % at 50 µM. hit rate 8.3% among 78,000. AID 165, 2004;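 note: 0% = growth of vehicle-only cultures of the same strain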
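The screen exposed genetically defined yeast (cln2 rad14) to test compounds and scored growth inhibition relative to vehicle-treated controls.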
sgs1 mgt1 = NCI yeast anticancer drug screen, S. cerevisiae sgs1 mgt1 strain; growth inhibition, % at 50 µM; hit rate 10% among 78,000; AID 161, 2004;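 note: 0% = growth of vehicle-only cultures of the same strain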
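Read-out: growth inhibition vs vehicle controls. Cells: mutant yeast strain deficient in DNA damage repair.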
yeast mlh1 rad18 = NCI yeast anticancer drug screen, S. cerevisiae mlh1 rad18 strain; % growth inhibition at 50 µM; hit rate 11% among 79,000;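 note: 0% = growth of vehicle-only cultures of the same strain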
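Inhibition values reflect reduced growth of mutant yeast versus vehicle-treated controls following compound exposure; the mutations affect DNA damage repair.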
mec2-1 = NCI yeast anticancer drug screen, S. cerevisiae mec2-1 strain; % growth inhibition at 50 µM; hit rate 9% among 79,000;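 note: 0% = growth of vehicle-only cultures of the same strain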
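Strain: mec2-1 (DNA repair/cell cycle alteration). Compound exposure, then growth measured; inhibition expressed relative to vehicle.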
yeast rad50 = NCI yeast anticancer drug screen, S. cerevisiae rad50 strain; % growth inhibition at 50 µM; hit rate 10% among 79,000; AID 155, 2004;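 note: 0% = growth of vehicle-only cultures of the same strain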
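Genetically altered yeast (DNA repair pathway); compound treatment; growth inhibition vs vehicle ctrl.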
bub3 = NCI yeast anticancer drug screen, S. cerevisiae bub3 mutant strain; % growth inhibition at 50 µM; hit rate 9.9% among 78,000; AID 167, 2004;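 note: 0% = growth of vehicle-only cultures of the same strain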
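In this screen, a yeast mutant lacking normal mitotic checkpoint function is challenged with compound. Relative growth versus vehicle gives the inhibition value.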
* hit, by the source's call. Cut-off read from the data, not from the text of the source: active = growth inhibition above about 70%; inactive = the rest.

A first look (25 entries):
SMILES	yeast cln2 rad14	sgs1 mgt1	yeast mlh1 rad18	mec2-1	yeast rad50	bub3
Cn1c(=O)c2c3oc(=O)cc(O)c3c(=O)n3c4ccccc4n(c1=O)c23	42	45	42	20	75*	42
NC(N)=N/N=C/c1c(-c2ccc(Cl)cc2)nc2n1CCS2	-11	-18	-25	-52	-37	-5
O=[N+]([O-])c1ccc(SC2=NCCCN2C2CCCCC2)c(Cl)c1	14	13	-9	-14	0	13
O=C1N=C(SC(SC2=NC(=O)C3(NN2)c2ccccc2-c2ccccc23)=C(SC2=NC(=O)C3(NN2)c2ccccc2-c2ccccc23)SC2=NC(=O)C3(NN2)c2ccccc2-c2ccccc23)NNC12c1ccccc1-c1ccccc12	20	27	24	-6	31	23
CC(=O)OCC(=O)[C@@]1(O)[C@H](C)C[C@H]2[C@@H]3C=C(C)C4=Cc5c(cnn5-c5ccccc5)C[C@]4(C)[C@@]3(F)[C@@H](O)C[C@@]21C	73*	83*	88*	70	82*	24
NC(=O)C1C=Cc2ccccc2N1C(=O)c1ccccc1 (stereo not given)	-27	-7	-26	-2	-12	-8
NCC(=O)N1CCCC1C(=O)O (stereo not given)	-24	-1	-6	-6	-10	0
COc1ccc(C(=O)C[n+]2cc(Br)cc(Br)c2)cc1	-4	-7	-9	-13	8	14
CCCCCCCCCCC1CO1 (stereo not given)	-23	-7	-8	-4	5	-14
NNC(=O)c1ccco1	21	-14	16	-4	27	-2
Cc1csc(/N=C\c2c(O)c3ccccc3oc2=O)n1	8	6	-17	-53	-27	-15
CC1CC(=O)Nc2ncccc2N1 (stereo not given)	-29	4	-9	-4	6	8
CCCCNC(=O)c1cccc(OC)c1OC	2	4	3	-2	2	-6
CCOC1=CC(=O)CCC1	-37	25	3	-23	0	-7
O=C(O)c1cccc(C(=O)O)c1C(=O)O	-18	-11	-3	-9	-13	-3
CCCCc1c(C#N)c(=O)n2c(N)c(C#N)cnc2c1SC	2	21	26	8	19	13
O=S(Nc1ccc(Br)cc1)c1ccccc1 (stereo not given)	-8	6	2	0	-4	3
CC(=O)OC1C=C(C=O)C(O)(C=O)C2(C)CCCC(C)(C)C12 (stereo not given)	8	-19	-18	-30	-20	9
Nc1nc(N)nc(C2C=CCCC2)n1 (stereo not given)	-33	-13	-18	2	-20	-11
O=[N+]([O-])c1ccc(OC2CC3C4C=CC3C2C4)c([N+](=O)[O-])c1 (stereo not given)	21	-5	-25	-17	-28	-10
O=C(N/N=C/c1ccc2c(c1)CCC2)c1ccccc1O	-14	-6	10	-25	-5	-9
COc1ccc(C(C)=O)c(O)c1	-4	-10	5	-15	-10	3
CC(=O)Nc1ccc(/C=C/C(=O)O)cc1	-6	-22	-31	-31	-39	-31
C/C(=C\c1cc(Cl)ccc1OCC(=O)O)[N+](=O)[O-]	27	44	56	56	38	41
O=C(O)Cc1c(-c2ccccc2)n[nH]c1-c1[nH]nc(-c2ccccc2)c1CC(=O)O	12	-23	8	10	-18	3

The list itself (from the top)
SMILES	yeast cln2 rad14	sgs1 mgt1	yeast mlh1 rad18	mec2-1	yeast rad50	bub3
Cn1c(=O)c2c3oc(=O)cc(O)c3c(=O)n3c4ccccc4n(c1=O)c23	42	45	42	20	75*	42
NC(N)=N/N=C/c1c(-c2ccc(Cl)cc2)nc2n1CCS2	-11	-18	-25	-52	-37	-5
O=[N+]([O-])c1ccc(SC2=NCCCN2C2CCCCC2)c(Cl)c1	14	13	-9	-14	0	13
O=C1N=C(SC(SC2=NC(=O)C3(NN2)c2ccccc2-c2ccccc23)=C(SC2=NC(=O)C3(NN2)c2ccccc2-c2ccccc23)SC2=NC(=O)C3(NN2)c2ccccc2-c2ccccc23)NNC12c1ccccc1-c1ccccc12	20	27	24	-6	31	23
CC(=O)OCC(=O)[C@@]1(O)[C@H](C)C[C@H]2[C@@H]3C=C(C)C4=Cc5c(cnn5-c5ccccc5)C[C@]4(C)[C@@]3(F)[C@@H](O)C[C@@]21C	73*	83*	88*	70	82*	24
NC(=O)C1C=Cc2ccccc2N1C(=O)c1ccccc1 (stereo not given)	-27	-7	-26	-2	-12	-8
NCC(=O)N1CCCC1C(=O)O (stereo not given)	-24	-1	-6	-6	-10	0
COc1ccc(C(=O)C[n+]2cc(Br)cc(Br)c2)cc1	-4	-7	-9	-13	8	14
CCCCCCCCCCC1CO1 (stereo not given)	-23	-7	-8	-4	5	-14
NNC(=O)c1ccco1	21	-14	16	-4	27	-2
Cc1csc(/N=C\c2c(O)c3ccccc3oc2=O)n1	8	6	-17	-53	-27	-15
CC1CC(=O)Nc2ncccc2N1 (stereo not given)	-29	4	-9	-4	6	8
CCCCNC(=O)c1cccc(OC)c1OC	2	4	3	-2	2	-6
CCOC1=CC(=O)CCC1	-37	25	3	-23	0	-7
O=C(O)c1cccc(C(=O)O)c1C(=O)O	-18	-11	-3	-9	-13	-3
CCCCc1c(C#N)c(=O)n2c(N)c(C#N)cnc2c1SC	2	21	26	8	19	13
O=S(Nc1ccc(Br)cc1)c1ccccc1 (stereo not given)	-8	6	2	0	-4	3
CC(=O)OC1C=C(C=O)C(O)(C=O)C2(C)CCCC(C)(C)C12 (stereo not given)	8	-19	-18	-30	-20	9
Nc1nc(N)nc(C2C=CCCC2)n1 (stereo not given)	-33	-13	-18	2	-20	-11
O=[N+]([O-])c1ccc(OC2CC3C4C=CC3C2C4)c([N+](=O)[O-])c1 (stereo not given)	21	-5	-25	-17	-28	-10
O=C(N/N=C/c1ccc2c(c1)CCC2)c1ccccc1O	-14	-6	10	-25	-5	-9
COc1ccc(C(C)=O)c(O)c1	-4	-10	5	-15	-10	3
CC(=O)Nc1ccc(/C=C/C(=O)O)cc1	-6	-22	-31	-31	-39	-31
C/C(=C\c1cc(Cl)ccc1OCC(=O)O)[N+](=O)[O-]	27	44	56	56	38	41
O=C(O)Cc1c(-c2ccccc2)n[nH]c1-c1[nH]nc(-c2ccccc2)c1CC(=O)O	12	-23	8	10	-18	3
SMILES	yeast cln2 rad14	sgs1 mgt1	yeast mlh1 rad18	mec2-1	yeast rad50	bub3
N#CCCN1C(=O)CCC1C(=O)O (stereo not given)	-6	10	13	-11	8	-3
CCOC(CN(C)C(=O)Nc1cccc2ccccc12)OCC	8	-28	-1	-34	-26	-7
CC(=O)Nc1ccc(S(=O)(=O)N/N=C2/CCCCC2C)cc1 (stereo not given)	43	9	-7	-2	-4	-24
CCOC(=O)c1oc2ccc([N+](=O)[O-])c3c2c1CCC3	-2	-7	-8	-2	2	-64
COc1ccc(OC)c(NC(=O)Nc2ccc(SC)cc2)c1	-34	42	15	29	6	10
CC1CC(C)(C)C(C[NH-])C1[NH-].[Cl][Pt+2][Cl] (stereo not given)	24	34	28	20	24	29
O=C(COc1cc(Cl)c(Cl)cc1Cl)Oc1ccccc1	-9	8	4	5	0	8
Clc1ccc(C(CCc2ccc(Br)cc2)Cn2ccnc2)c(Cl)c1 (stereo not given)	99*	60	99*	99*	99*	99*
Cc1cc2c(C(C)C)c(O)c(O)c(C=Nc3ccc4ccccc4c3)c2c(O)c1-c1c(C)cc2c(C(C)C)c(O)c(O)c(C=Nc3ccc4ccccc4c3)c2c1O	-42	-6	1	-5	7	-5
OC1CCCC2OC2CC1 (stereo not given)	12	-10	14	7	0	7
CNc1ccccc1C	-82	-8	23	-15	38	19
c1ccc2c(c1)[nH]c1c[n+]3c(c[n+]12)[nH]c1ccccc13	45	59	80*	5	72*	6
Cc1ccc(N2C(=O)CSC2=S)cc1C	-38	-30	-10	-16	-2	-29
CC(=O)OC1OC2C(NC(=O)OC(C)(C)C)C1CC2(OCc1ccccc1)OCc1ccccc1 (stereo not given)	10	-3	9	-24	24	-13
CCOC(=O)c1c[nH]c2c(Cl)c(Cl)ccc2c1=O	13	-1	-7	-19	-5	9
O=C(O)C(c1ccc(-c2ccccc2)cc1)C1CCCCC1 (stereo not given)	3	50	41	26	48	45
C=CCCCCCCCCC(=O)NCc1nc2ccccc2[nH]1	1	26	69	22	21	6
COc1ccc2c(Cl)ccnc2c1OC	-15	11	22	6	15	23
COc1coc(/C=C/C(=O)c2ccc(O)c(O)c2)cc1=O	-12	10	-33	13	-12	-6
O=C/C=C/N=c1ccn(O)cc1	-2	3	2	3	9	4
Nc1nc(Cl)cc(Nc2cc(Cl)cc(Cl)c2)n1	64	80*	82*	54	83*	60
CC1CCCCCN1CCC(=O)c1ccccc1 (stereo not given)	19	18	9	25	18	33
O=CC1N=C(Cc2ccccc2)OC1=O (stereo not given)	-5	-6	8	10	26	-7
CC(C)(C)C1=NN=C2c3ccccc3C(=O)C21 (stereo not given)	59	53	61	9	68	79*
c1ccc(C2OC2c2ccccc2)cc1 (stereo not given)	-12	-3	6	-7	-1	-15
SMILES	yeast cln2 rad14	sgs1 mgt1	yeast mlh1 rad18	mec2-1	yeast rad50	bub3
NC(Cc1ccccc1)C(=O)OCN1C(=O)C2C3C=CC(C2C1=O)C1C(=O)N(COC(=O)C(N)Cc2ccccc2)C(=O)C31 (stereo not given)	16	-19	-29	-23	-18	-28
CCCCOC(=O)/C=C(\CC(=O)OCCCC)C(=O)OCCCC	-15	18	40	2	47	14
Clc1nc(-c2ccccc2)nc2ccccc12	-30	-18	-7	-18	-10	-20
OCCN(CCO)c1cc(/C=C/c2ccnc3ccccc23)nc2ccccc12	62	29	53	29	61	-13
OCC12C3C4C1C1C2C3C41CO (stereo not given)	15	9	20	8	27	30
COc1ccc2c(C)[n+]3ccc4cc(OC)c(OC)cc4c3cc2c1 (tested in a mixture with another compound)	-7	23	33	12	22	22
CC([NH-])C(=O)O.[Cu+2].[NH-]C(Cc1cnc[nH]1)C(=O)O (stereo not given)	96*	99*	99*	99*	99*	99*
CN(C)C(=N)N	-22	-27	-18	6	-29	-1
O=C(CCc1ccccc1)ON1C(=S)C(c2ccccc2)(c2ccccc2)N=C1Sc1ccccc1	46	57	89*	61	50	79*
NC(=S)N/N=C/C=C/c1ccco1	-42	31	52	0	9	20
COc1cc(C2c3cc4c(cc3OC(OC(C)=O)C2C)OCO4)cc(OC)c1OC (stereo not given)	-13	-5	-2	3	0	36
CCCCC(CCCC)=NNC(=S)SC	-28	66	57	45	84*	74*
COc1ccc(C2(C)OCCCC2([NH-])C[NH-])cc1.[Cl][Pt+2][Cl] (stereo not given)	22	-3	9	-3	11	0
CCCCCCCC(CO)CO	18	22	35	11	41	12
S=C(Nc1ccccc1)N1CC2C3CCC(O3)C2C1 (stereo not given)	3	10	23	13	17	22
Cc1ccc(NC(=O)Oc2ccc(-c3ccccc3)cc2)cc1NC(=O)Oc1ccc(-c2ccccc2)cc1	30	34	49	32	47	57
Brc1ncnc2c1ncn2C1CCCO1 (stereo not given)	-30	-2	-32	-13	-21	34
Cc1cc(C)c(S(=O)(=O)c2cccs2)c(C)c1	-6	-8	-3	-10	-7	5
O=C1c2ccccc2C(O)(C#Cc2ccccc2)c2c1c(-c1ccccc1)c1ccccc1c2-c1ccccc1 (stereo not given)	10	16	10	6	15	-8
CCc1ccccc1NC(=O)C1=C(C)NC(C)=C(C(=O)Nc2c(CC)cccc2CC)C1c1ccc2c(c1)OCO2 (stereo not given)	86*	89*	88*	89*	90*	90*
Cc1ccc(/C=C/C(=O)c2sc(-c3cccnc3)nc2C)cc1	25	9	29	8	41	21
CC1(C)OC(=O)N=C1c1ccc(Cl)cc1	12	-20	-12	-10	-20	-20
Nc1ncnc2nc(N3CCN(CCO)CC3)[nH]c12	-30	-34	-12	-9	9	-26
O=CC(O)C1OC(=O)C(O)C1O (stereo not given)	-23	-14	11	1	6	2
CCN(CC)CCCNc1ccc([N+](=O)[O-])c2nc3ccccc3c(N)c12	33	16	64	0	21	-17
SMILES	yeast cln2 rad14	sgs1 mgt1	yeast mlh1 rad18	mec2-1	yeast rad50	bub3
CC(=O)Nc1cc2cc(N=CN(C)C)ccc2oc1=O	-11	-16	-7	-43	-25	-18
Nc1nc(N)c2nc(-c3ccc([N+](=O)[O-])cc3)c(Cl)nc2n1	-45	-12	-29	-16	-8	-27
COc1ccc(N(C)C(=S)c2ccccc2)cc1	-38	-15	-11	-12	-50	0
COCn1c(C)c(C)c2c(=O)oc(=O)[nH]c21	-11	-31	-26	18	-23	17
C[N+]1(C)C2Cc3ccccc3C1Cc1ccccc12	10	11	-57	-12	-2	4
Nc1cc(=O)n(-c2ccccc2)c(=S)n1-c1ccccc1	6	-18	-5	-14	-22	-17
O=C(O)CCCNC(=O)Cc1ccccc1	-13	2	3	-11	4	-8

Compound profiles, from the list above.
Profile of C[N+]1(C)C2Cc3ccccc3C1Cc1ccccc12 = yeast cln2 rad14: 10; sgs1 mgt1: 11; yeast mlh1 rad18: -57; mec2-1: -12; yeast rad50: -2; bub3: 4
Profile of O=C(O)CCCNC(=O)Cc1ccccc1 = yeast cln2 rad14: -13; sgs1 mgt1: 2; yeast mlh1 rad18: 3; mec2-1: -11; yeast rad50: 4; bub3: -8
